HT1080 viability = cytotoxicity in HT1080 fibrosarcoma cells, cell-based, fluorescence readout (AID 620); HT1080 viability, fluorescence; higher % means a stronger effect; one-dose cytotoxicity, % at 10 µM; EC50 in µM for titrated hits; actives 0.42% (n = 87,000); in the data active = cytotoxicity above about 50%;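 note: cells exposed to compound overnight then 4 h with Alamar Blue; 0% = vehicle DMSO and 100% = killing control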
* = called active by the depositor.

Molecule	HT1080 viability
COc1ccc(NC(=O)C(CC(C)C)NS(=O)(=O)c2ccc3c(c2)CCN3C(C)=O)cc1OC (centres undefined)	-1.5%
O=C(Nc1cccc(Cl)c1)C1CCCN(S(=O)(=O)c2ccc(F)cc2)C1 (centres undefined)	15.8%
COCCNC(=O)c1cnn2c1NC(c1ccco1)CC2C(F)(F)F (centres undefined)	1.6%
CC(C)(C)c1ccccc1OCCCCN1CCCC1	-6.0%
CC1C(C)C(O)(c2ccccc2)CCN1C (centres undefined)	-11.1%
O=C(NC(CO)c1ccccc1)c1ccco1 (centres undefined)	26.1%
Nc1nc2nc(-c3ccccc3)cc(=O)n2[nH]1	-4.7%
O=C(NCc1ccco1)c1sc2ccccc2c1Cl	-4.1%
O=C(COC(=O)c1ccncc1)Nc1cc(Cl)c(Cl)cc1Cl	-10.4%
CCOC(=O)Cc1cc(=O)[nH]c(/N=C(/NC(=O)c2ccccc2)Nc2ccccc2C(F)(F)F)n1	-4.1%
COc1ccc(CCNC(=O)N2CCOCC2)cc1	1.1%
C=CCn1c(SCCOc2ccc(OC)cc2)nnc1C(C)NC(=O)c1ccc(OC)cc1 (centres undefined)	2.3%
Cc1cccc(NC(=O)C2CC(=O)n3cnnc3S2)c1 (centres undefined)	-5.0%
COC(=O)C1C(=O)NCC1c1ccc(OC)cc1 (centres undefined)	4.2%
Cc1cc(C)c(S(=O)(=O)c2ccccc2)c(OC(=O)c2c(Cl)cccc2Cl)n1	-8.0%
C/C(N)=C(/C#N)C(=O)CSc1nnc(COc2cc(C)ccc2C)o1	-3.0%
COc1ccc(-c2nn(C)c(=O)c3ccccc23)cc1NC(=O)COc1ccc(C)cc1	-17.1%
O=c1[nH]c(=O)n(Cc2ccco2)c2c1C(C(F)(F)F)(C(F)(F)F)N=C(CCC1CCCCC1)N2	-7.3%
Cc1ccc(SCC(=O)Nc2ncc(C)s2)cc1	-6.5%
N#Cc1ccc(C23CC4(C2)[C@H](CN(Cc2ccc(C(F)(F)F)cc2)[C@@H]4c2ccccc2)C3c2ccc(C(F)(F)F)cc2)cc1 (some centres undefined)	-7.1%
C/C(=C\C1CCCCC1)C(NC(=O)c1ccc(C(F)(F)F)cc1)c1ccc(-c2ccccc2)cc1 (centres undefined)	2.5%
COc1cccc(-c2csc(N3CCN(C(=O)NC45CC6CC(CC(C6)C4)C5)CC3)n2)c1	27.7%
Cc1onc(-c2ccccc2)c1-c1n[nH]c(=S)n1-c1ccc(C(=O)O)cc1	-11.0%
C=CCn1c(SCc2ccccc2)nc2scc(-c3ccc(C)o3)c2c1=O	-8.0%
CC1CCN(S(=O)(=O)c2ccc(NC(=O)CCN3C(=O)c4ccccc4C3=O)cc2)CC1	-13.4%
CN=c1scc(C)n1/N=C/c1ccc(O)c(O)c1O	-6.7%
CC(C)CC(=O)Nc1cc2nn(-c3ccccc3)nc2cc1Cl	-16.2%
Fc1ccc(CN2CCN(c3ncccn3)CC2)cc1	-9.0%
CCOC(=O)C1=C(CSc2nc(CC)c(C)cc2C#N)OC(N)=C(C#N)C1c1ccc(OC)cc1 (centres undefined)	-2.6%
CCN(CC)S(=O)(=O)c1cccc(C(=O)N2CC(O)CC2C(=O)OC)c1 (centres undefined)	2.9%
Cc1cc(SCCOc2ccc(Br)cc2)nc(N)n1	-5.1%
O=C(Nc1ccccc1)c1ccc(S(=O)(=O)N2CCOCC2)cc1	-0.9%
Cc1cc(C(F)F)n2nc(C(=O)Nc3ccc(S(=O)(=O)NC45CC6CC(CC(C6)C4)C5)cc3)nc2n1	-4.6%
CCOC(=O)C1CCCN(C2CC(=O)N(c3ccc(C)cc3)C2=O)C1 (centres undefined)	-7.5%
O=C(O)CCN1C(=O)C2CCCCC2C1=O (centres undefined)	-4.2%
CCCN(CCC)CC(O)CN(c1ccccc1)S(=O)(=O)c1ccc(C)cc1 (centres undefined)	9.2%
CC1CCN(c2c([N+](=O)[O-])nn(-c3ccc4c(c3)OCCO4)[n+]2[O-])CC1	2.7%
CC1(C)C(O)=C(c2nc3ccccc3[nH]2)C(=N)N1c1ccccc1	11.7%
CCCCNC(=S)NCCN1CCCCC1	10.3%
COc1ccc(OCCn2cncn2)cc1	-8.0%
Cc1nc(NC(=O)c2ccc(Br)o2)sc1C	5.9%
COc1ccc(-c2cc(C(F)(F)F)n3nc(C(=O)N4CCCCC4)cc3n2)cc1OC	-13.5%
COC(=O)c1c(NC(=O)C(C)(C)C)sc2c1C(C(=O)OC)CC2 (centres undefined)	6.5%
COc1cc(C(=O)NCCN2CCOCC2)cc(OC)c1OC	7.4%
CCc1ccc(NC(=O)C2C3C=CC(C4CC34)C2C(=O)O)cc1 (centres undefined)	-6.8%
CCOC(=O)c1sc(NC(=O)C(CC)Sc2nc3ccccc3[nH]2)nc1C (centres undefined)	4.0%
Cc1cccc(N2CCN(C(=O)Cn3cccc3C(=O)c3ccccc3)CC2)c1C	1.1%
CC1CCN(C(=O)CSc2nnc(-c3ccncc3)n2C)CC1	5.5%
CCc1nc2c(oc3ccccc32)c(=O)[nH]1	-0.9%
CS(=O)(=O)N(CC(=O)NCc1ccncc1)c1ccc(Cl)c(Cl)c1	-6.2%
CN(C)CCNC(=O)CCCNC(=O)Cn1cnc2sc3c(c2c1=O)CCCC3	1.4%
CCCC(O)(CCC)C(=O)NNc1ccccc1	-11.4%
COC(=O)C1=C(C(=O)c2ccc(C)cc2)C(c2ccccc2)n2nnnc2N1 (centres undefined)	-7.3%
O=C(/C=C/c1ccc(Br)cc1)NC(=S)NNC(=O)c1ccco1	4.8%
CC1(C)Cc2cccc(OCC(N)=O)c2O1	-12.5%
Cc1ccc(NC(=O)C2CCN(S(C)(=O)=O)CC2)cc1C	-9.0%
Cc1ccccc1OCCCn1c(=O)sc2ccccc21	-17.7%
COCCn1c(SCCCC(=O)c2ccc(Br)cc2)nnc1-c1ccncc1	-24.2%
CSc1ccc(S(=O)(=O)NCc2ccc(Cl)cc2Cl)cc1	-15.3%
Fc1ccc(Cn2nnnc2C(c2ccc(Cl)cc2)N2CCSCC2)cc1 (centres undefined)	-4.4%

(list continues)
Molecule	HT1080 viability
Cc1ccc(CCN2CC(C(=O)N3CCN(c4ccc(F)cc4)CC3)CC2=O)cc1 (centres undefined)	9.3%
CC(C)CCNC(=O)CSc1nc2ccsc2c(=O)n1NC(=O)c1ccccc1	23.4%
Cc1cc(C)c(C#N)c(SCC(=O)c2ccc(Cl)cc2Cl)n1	18.1%
CCOc1ccc(C(=O)CSc2nnc(C3CC3)n2C)cc1	16.4%
CC1(C)Oc2ccc3ccc(=O)oc3c2/C(=C/Nc2ccccc2)C1=O	-4.3%
OCCN=c1cc(-c2ccccc2)oc2ccc(Cl)cc12	11.8%
CC(C)SC1=NC(C)(C)C=C(/C=C/c2ccc(Cl)cc2Cl)N1	-10.1%
O=c1c2ccccc2n(Cc2ccccc2F)c(=O)n1Cc1ccccc1F	-3.3%
Cn1c(N)c(C#N)c2c(c1=S)COC(C)(C)C2	0.6%
Cc1ccc(-c2nnc(N3CCN(C(=O)COc4ccccc4)CC3)c3ccccc23)cc1	-9.7%
CN(C)S(=O)(=O)N1CCN(c2ccccc2)CC1	-2.2%
Cc1ccc(C(C(=O)NC(C)(C)C)N(C(=O)c2csnn2)C2CC2)cc1 (centres undefined)	-10.2%
O=C(Nc1ccccc1)N1CCCc2ccccc21	-7.9%
COc1ccc(N=c2scc(-c3ccc(OC)cc3)n2CCO)cc1	-11.9%
O=C(O)C1C(c2ccccc2)C(C(=O)Oc2ccccc2)C1c1ccccc1 (centres undefined)	-9.1%
O=C(NCCc1ccccc1Cl)C1CCN(S(=O)(=O)c2cccs2)CC1	3.1%
CC1CCC(C(C)C)C2=C1C(C#N)(C#N)C(C#N)(C#N)C(c1ccccc1)N2 (centres undefined)	5.6%
Cc1ccc(Nc2nnc(SCC(=O)Nc3ccc(S(=O)(=O)N4CCOCC4)cc3)s2)cc1	12.8%
Cc1sc(-c2ccncc2)nc1OC(=O)c1ccc(Cl)cc1	-20.8%
CC(NC(=O)CSc1nnc(-c2cccc(S(=O)(=O)N3CCCCC3)c2)o1)C12CC3CC(CC(C3)C1)C2 (centres undefined)	3.3%
C=CCc1c(C)nc(C)nc1N/N=C/c1ccc(N(C)C)cc1	-11.2%
CC(=O)N(CCCCN1C(=O)c2ccccc2C1=O)c1ccc(C)cc1	6.2%
CCOc1ccc(Nc2oc(-c3ccc(Cl)cc3)nc2C#N)cc1	-22.5%
Cc1ccc(S(=O)(=O)/N=C(\Sc2ccccc2)c2ccccc2)cc1	-15.2%
Cn1cnnc1SC(C(=O)Nc1cccc(C(F)(F)F)c1)c1ccccc1 (centres undefined)	0.0%
CCO/C(C)=C1\C(=O)Nc2ccccc21	10.6%
CS(=O)(=O)N(Cc1ccccc1)c1ccc(C(=O)NCc2ccccc2)cc1	-8.5%
COc1ccc(-c2noc(CCCOc3ccc(Cl)cc3Cl)n2)cc1	-3.3%
COCCCNC(=S)NNC(=O)c1cccnc1	-3.5%
CCCCN1C(=O)N(C)C2NC(=O)NC21 (centres undefined)	8.9%

4 of the compounds above, field by field:
O=C(NCCc1ccccc1Cl)C1CCN(S(=O)(=O)c2cccs2)CC1
- HT1080 viability = 3.1%
CC1CCC(C(C)C)C2=C1C(C#N)(C#N)C(C#N)(C#N)C(c1ccccc1)N2 (centres undefined)
- HT1080 viability = 5.6%
Cc1ccc(Nc2nnc(SCC(=O)Nc3ccc(S(=O)(=O)N4CCOCC4)cc3)s2)cc1
- HT1080 viability = 12.8%
Cc1sc(-c2ccncc2)nc1OC(=O)c1ccc(Cl)cc1
- HT1080 viability = -20.8%

Going on with the list:
Molecule	HT1080 viability
O=C(NC1CCCC1)C(c1ccccc1)N(Cc1ccc2c(c1)OCO2)C(=O)Cc1cccs1 (centres undefined)	-2.4%
Cc1ccc(CNC(=O)CSCC(=O)O)cc1	1.4%
O=C(CN1C2CCCC1CC(NC(=O)c1ccccc1)C2)Nc1nccs1 (centres undefined)	0.2%
CCOc1cc(/C=N/N=C(\N)c2nonc2N)cc(Br)c1OCc1cccc2ccccc12	0.4%
COCCCn1c(-c2ccc(Cl)cc2)n[nH]c1=S	-3.4%
C#CCOc1c(Br)cc(/C=N/O)cc1OCC	-5.4%
O=C(O)c1ccc(NCc2ccncc2)cc1	3.6%
CC(C)(C)c1ccc(OCC(=O)NCCN2CCCC2)cc1	-2.0%
Cc1ccc(-c2ccccc2NC(=O)CCl)o1	-2.8%
c1ccc(-c2nc(NCCCn3ccnc3)c3oc4ccccc4c3n2)cc1	-2.8%
Cc1nn(Cc2ccc(Cl)cc2)c(C)c1N	-0.2%
COc1cccc(NC(=O)C(NCC2CCCCC2)c2ccccc2)c1 (centres undefined)	-12.3%
Cc1ccc(OCc2nnc(SCC(=O)O)n2N)cc1	-11.8%
CC(=O)N1CCN(Cc2nc3cc(NC(=O)c4ccccc4)ccc3n2C)CC1	-6.8%
Nc1ccccc1-c1nnc(SCc2ccccc2Cl)[nH]c1=O	-6.1%
O=C(C1CCCO1)N1CCN(c2ccc(F)cc2)CC1 (centres undefined)	-3.8%
CCN1CCCC1CNC(=O)c1cc(OC)c(OC)c(OC)c1 (centres undefined)	4.9%
CN(Cc1ccccc1)S(=O)(=O)c1cccs1	-17.6%
CCOc1ccc(NC(=O)C2CCN(S(=O)(=O)c3cccnc3)CC2)cc1	-7.0%
CCOCCCNS(=O)(=O)c1ccc(OC)c(Cl)c1Cl	-6.2%
Cc1c(Cc2ccccc2)sc(NC(=O)c2ccco2)c1C(N)=O	-1.9%
CCN1C(=O)c2cccc3c(S(=O)(=O)NCc4ccccn4)ccc1c23	32.3%
CC(=O)Nc1ccc(S(=O)(=O)N(c2cccnc2)S(=O)(=O)c2ccc(NC(C)=O)cc2)cc1	-14.3%
Cc1cc(=O)[nH]c(SCC(=O)Nc2ccc(S(=O)(=O)N3CCOCC3)cc2)n1	-15.1%
CCCn1c(SCC(=O)c2ccc(CC)cc2)n[nH]c1=O	10.6%
CCOC(=O)C(/C=N/c1cc(C)nn1-c1ccccc1)=C(\C)O	-2.9%
CN(C(=O)Cn1nnc(-c2cccc(C(F)(F)F)c2)n1)C1CCCCC1	-11.8%
CC(Sc1ccsc1[N+](=O)[O-])C(=O)NCCc1ccc(Cl)cc1 (centres undefined)	-4.9%
CC(C)C(=O)Nc1ccc2c(c1)nc(CCN1CCN(C)CC1)n2C	-12.3%
N#Cc1ccc(NC(=O)c2nc(-c3ccccc3)n(-c3ccccc3)n2)cc1	3.5%
Cn1c(CNC2CCCCC2)c(C#N)c2ccccc21	-12.1%
CCCCC(=O)Nc1ccc(C(=O)Nc2nc(CC(=O)OCC)cs2)cc1	12.0%
O=Cc1ccc(OC(=O)C2CC(=O)N(c3ccc(F)cc3)C2)cc1 (centres undefined)	-10.5%
Clc1cccc(Cl)c1COn1nnc2ccccc21	-2.2%
CCN(CC)c1nc(SCCOC(=O)Nc2ccccc2)nc(N(CC)CC)n1	-9.3%
COc1ccc(C2c3ccc4ccccc4c3Oc3ncn(CCN4CCOCC4)c(=N)c32)cc1 (centres undefined)	5.9%
CCN(C(=O)c1ccc(NC(C)=O)cc1)c1ccccc1C	7.8%
Cc1cc2ncn(CCCCOc3ccccc3)c2cc1C	-9.2%
Cc1ccc(S(=O)(=O)NCCC(=O)Nc2nnc(C)s2)cc1	13.8%
CCCn1c(/N=C/c2ccccc2O)nc2ccccc21	-3.0%
c1ccc(Nc2nc(-c3ccncc3)cs2)cc1	-1.8%
O=C(Cc1ccc(S(=O)(=O)N2CCOCC2)s1)Nc1nc2c(s1)CCCC2	3.1%

An excerpt; the hit share may differ from the screen's.
